# E-sel TNF inh: blocks E-selectin expression induced by TNF alpha; HUVEC TNFa-induced E-selectin immunofluorescence, high content; inhibition, % at 2 µM; actives 0.71% (n = 120,000);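 active means inhibition above the batch mean plus 3 SD, and confirmed as a hit on visual image review, cut at about 43% in these data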;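 further: 0% = TNF-stimulated DMSO wells and 100% = unstimulated control wells; not every result past the cut was called active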
# GALR2 blocker: antagonists of human galanin receptor 2 (GALR2); inhibition, % at 4 µM; O43603; actives 0.39% (n = 140,000); GALR2-expressing cells, antagonist mode; in the data active means inhibition above about 27%;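 further: cells stimulated with galanin 1-16 at roughly its EC80; 0% = agonist challenge control and 100% = basal control without agonist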
# Target sequence (O43603 whole entry, looked up): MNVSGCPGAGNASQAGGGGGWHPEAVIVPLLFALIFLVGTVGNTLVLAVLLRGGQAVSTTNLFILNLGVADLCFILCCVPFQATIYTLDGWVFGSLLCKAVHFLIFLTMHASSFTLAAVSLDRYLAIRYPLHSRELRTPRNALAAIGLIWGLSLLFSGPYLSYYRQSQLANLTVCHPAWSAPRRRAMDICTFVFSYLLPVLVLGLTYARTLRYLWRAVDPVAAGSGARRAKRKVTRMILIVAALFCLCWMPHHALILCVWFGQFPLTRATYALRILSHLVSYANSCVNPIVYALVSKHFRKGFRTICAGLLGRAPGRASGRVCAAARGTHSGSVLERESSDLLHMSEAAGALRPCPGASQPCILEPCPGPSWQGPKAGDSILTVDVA
# NPY-Y2 antag: NPY-Y2 (human) receptor antagonism | P49146 | NPY-Y2 expressing cells, antagonist mode | inhibition, % at 2.7 µM | actives 0.99% (n = 140,000); in the data active means inhibition above about 17%;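 further: 0% = vehicle with agonist challenge and 100% = reference antagonist with challenge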
# Target sequence (P49146 whole entry, looked up): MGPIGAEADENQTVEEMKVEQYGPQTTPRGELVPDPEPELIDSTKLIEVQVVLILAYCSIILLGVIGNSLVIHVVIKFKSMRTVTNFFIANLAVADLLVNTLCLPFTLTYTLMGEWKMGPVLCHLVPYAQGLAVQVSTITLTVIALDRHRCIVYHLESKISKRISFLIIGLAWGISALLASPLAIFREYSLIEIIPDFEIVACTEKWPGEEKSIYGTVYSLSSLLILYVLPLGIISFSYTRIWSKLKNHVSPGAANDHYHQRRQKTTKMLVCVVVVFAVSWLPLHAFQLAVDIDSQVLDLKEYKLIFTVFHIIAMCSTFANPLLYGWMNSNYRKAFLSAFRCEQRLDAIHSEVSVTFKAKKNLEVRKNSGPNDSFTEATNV
# Yeast lifespan up: extends the lifespan of yeast | S. cerevisiae growth with nicotinamide, OD615; deaD strain in restrictive glucose medium | inhibition of the nicotinamide effect, % at 10 µM | actives 0.68% (n = 130,000);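 active means inhibition above a set limit, placed 3 SD over the median of all compounds, cut at about 26% in these data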;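 further: 0% = nicotinamide-treated wells and 100% = cells grown without nicotinamide; some compounds called inactive have numbers as strong as hits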
#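 Assay system: DeaD-strain S. cerevisiae. Medium: CSMM-D glucose medium, restrictive. Reagent: nicotinamide, 1.5 mM, co-present with compound. Compound: 10 µM single point, 0.25% DMSO. Schedule: culture preincubation 4 h, compound exposure 48 h, both 30 °C. Detection: absorbance at 615 nm.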
# Measles CPE: protection of cells from measles virus; Measles virus-infected cells, CPE protection, absorbance; protection (pct of control), % at 4 µM; actives 1.5% (n = 140,000); in the data active means protection mostly above about 24%, no sharp cut-off; inactive means mostly below about 26%; further: some compounds called inactive have numbers as strong as hits
# Yeast growth inh: yeast BB579 growth reduction in restrictive medium | S. cerevisiae BB579 growth, OD615, 48 h | inhibition, % at 10 µM | actives 0.51% (n = 140,000);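 active means inhibition above a set limit, 3 SD over the mean compound inhibition, cut at about 44% in these data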; further: inactives centre near -24
#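 System: Saccharomyces cerevisiae DeaD strain BB579, replicative lifespan model yeast | Buffer or medium: Restrictive glucose-based CSMM-D medium | Times: 4 h preincubation and 48 h exposure at 30 °C | Detection: OD615 turbidity measurement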
# Phagocytosis inh: blocks phagocytosis by macrophages; inhibition, % at 5 µM; actives 0.07% (n = 110,000); J774A.1 macrophage IgG-bead phagocytosis, imaging;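 active means inhibition above the mean of the plate negative controls plus 5 SD, cut at about 13% in these data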;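 further: phagocytic index as fraction of beads internalized from green versus red external bead signal; plate controls were DMSO negative control for no effect and cytochalasin-D positive control for full effect; some results beyond the cut were filed as inactive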
# HCT116 PTEN-null: PTEN-deleted cell growth suppression; HCT116 PTEN-null viability, CellTiter-Glo, 60 h; stronger effect = lower value; viability, % at 10 µM; actives 1.2% (n = 140,000);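 active means viability at or below a set limit, 4 SD under the median of all tested compounds, cut at about 3.7% in these data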;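 further: PTEN knockout HCT116 line with beta catenin targeted HCT116 as companion control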
# HCT116 bCat-KO: beta-catenin-lacking colon tumor cell growth suppression; HCT116 beta-catenin knockout viability, CellTiter-Glo, 60 h; stronger effect = lower value; viability, % at 10 µM; actives 1.5% (n = 140,000);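 active means viability at or under a set limit, the compound median less 4 SD, cut at about 6% in these data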;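 further: 0% = Hyamine 1622 control at 20 µM and 100% = untreated cell control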
# MRP1 act: MRP-1 activation; H69AR cells + doxorubicin, viability rescue, CellTiter-Glo; viability increase, % at 10 µM; actives 0.61% (n = 140,000); AID 799;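 active means viability gain under doxorubicin at or above a set limit, the compound median plus 3 SD, cut at about 4.7% in these data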;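 further: MRP-1 overexpressing cells given doxorubicin 25 µM after compound pretreatment; 18-22 h compound pretreatment then 72 h with doxorubicin before readout; 0% = doxorubicin-only wells and 100% = vehicle-treated cells without doxorubicin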
# An asterisk follows results filed as active; x = not tested or not shown.
SMILES,E-sel TNF inh,GALR2 blocker,NPY-Y2 antag,Yeast lifespan up,Measles CPE,Yeast growth inh,Phagocytosis inh,HCT116 PTEN-null,HCT116 bCat-KO,MRP1 act
O=C(CN1CCCCC1)NCCNC(=O)CN1CCCCC1,1,-8,3,2,1,-29,-3,80,73,-0.4
COc1ccccc1NC(=O)c1sc2nc(Cc3ccccc3)cc(C(F)(F)F)c2c1N,-7,-6,-1,-12,5,-10,-1,91,89,-1.3
C=CC1=C(C(=O)O)N2C(=O)C(NC(=O)Cc3ccccc3)C2SC1 (stereo not given),22,-4,-4,-13,2,-3,x,89,85,-2.8
COc1cc(NC(=O)c2ccc(COCC(F)(F)F)cc2)cc(OC)c1OC,-46,11,2,-17,30*,-20,-1,80,68,-5.2
O=C(Nc1ccccc1)c1cccc(S(=O)(=O)Oc2ccc([N+](=O)[O-])cc2)c1,27,-10,4,-5,14,-23,-3,86,87,-1.6
CC(C)(C)NC(=O)COC(=O)Cc1ccc(Cl)cc1,-3,-13,3,-16,17,2,-1,88,100,-2.3
O=C(CSc1nc2ccccc2s1)c1cc2ccccc2o1,10,6,8,-5,6,-23,-1,103,85,-1.4
COC(=O)c1ccc(N2CCCCC2)c(NS(=O)(=O)c2ccc(C)cc2)c1,5,0,6,7,4,-70,0,53,35,-1.6
CCN(C(=O)CCN1C(=O)c2ccccc2C1=O)C1CCCCC1,26,-2,4,-1,2,-11,0,105,94,-0.4
CCOc1ccc(C(=O)N(CN2CCCC2=O)c2ccc(C)cc2)cc1,-20,2,-1,x,4,-20,x,105,103,0.0
O=C(CN1C2=NCCCN2c2ccccc21)c1ccc(Br)s1,x,21,7,6,1,-56,-4,57,63,-3.6
Cn1cccc1Cc1nnc(SCC(=O)Nc2ccccc2F)n1CCc1ccccc1,x,6,3,-9,10,-26,0,65,73,-4.2
Cc1ccc(S(=O)(=O)N(C)C)cc1NC(=O)CCNC(=O)c1ccccc1Cl,x,-11,2,1,54*,-16,-2,98,96,-0.1
Nc1sc(-c2ccccc2)cc1C(=O)O,-31,1,3,84*,3,-38,2,96,87,-1.4
O=C1c2ccccc2C(Nc2ccc(Cl)cn2)N1Cc1ccccc1 (stereo not given),8,-8,8,-3,7,-15,0,49,51,-3.0
O=S(=O)(N/N=C/c1ccc(OC2CSC2)cc1)c1ccccc1,-21,-11,0,-1,27,-9,-3,105,97,-2.3
Cc1ccc(-c2cc3cccc[n+]3cc2-c2ccc(C)cc2)cc1,x,-9,14,6,7,-17,4,6,3.2*,-3.5
Cc1c(Cl)cccc1NC(=S)NCc1cccn1C,x,11,8,3,18,-23,-3,99,95,-2.7
CCN(CC)CCCOC(=O)C1(c2ccccc2)CCCC1,14,3,4,-3,2,12,0,95,94,-1.5
Cc1nn(Cc2ccc([N+](=O)[O-])cc2)c(=O)n1-c1c(F)cccc1F,-8,-2,-2,-18,3,-44,0,106,91,0.5
Nc1cc(N)nc(SCC(=O)Nc2ccccc2)n1,-5,1,-1,x,6,-3,x,92,94,-1.9
O=C(NC1CC2CCCC(C1)N2C(=O)NC1CCCCC1)c1ccccc1 (stereo not given),7,-1,-1,-8,0,8,-2,101,102,1.6
O=C(NCC1CCCO1)c1ccc2c(c1)OCO2 (stereo not given),-14,3,-2,-14,4,9,x,96,95,-1.3
CCC1CCCCN1C(=O)Cn1c(C(=O)OC)cc2ccsc21 (stereo not given),x,2,4,-6,12,-17,-5,77,81,-0.8
CCOc1ccc(S(=O)(=O)NCC2CCCO2)cc1 (stereo not given),-9,6,2,-2,12,-27,-1,97,96,-1.5

# Gathered by group: the compounds so far containing a COOH group
SMILES,E-sel TNF inh,GALR2 blocker,NPY-Y2 antag,Yeast lifespan up,Measles CPE,Yeast growth inh,Phagocytosis inh,HCT116 PTEN-null,HCT116 bCat-KO,MRP1 act
C=CC1=C(C(=O)O)N2C(=O)C(NC(=O)Cc3ccccc3)C2SC1 (stereo not given),22,-4,-4,-13,2,-3,x,89,85,-2.8
Nc1sc(-c2ccccc2)cc1C(=O)O,-31,1,3,84*,3,-38,2,96,87,-1.4

# Arranged by value in GALR2 blocker (lowest first): 3 of the compounds above.
mol	GALR2 blocker
O=C(CN1CCCCC1)NCCNC(=O)CN1CCCCC1	-8
C=CC1=C(C(=O)O)N2C(=O)C(NC(=O)Cc3ccccc3)C2SC1 (stereo not given)	-4
Nc1cc(N)nc(SCC(=O)Nc2ccccc2)n1	1

# (further entries)
SMILES,E-sel TNF inh,GALR2 blocker,NPY-Y2 antag,Yeast lifespan up,Measles CPE,Yeast growth inh,Phagocytosis inh,HCT116 PTEN-null,HCT116 bCat-KO,MRP1 act
Cc1ccc(-c2nc3ncccc3o2)cc1NC(=O)Cc1ccc(Cl)cc1,3,-17,1,x,6,-30,x,70,75,-2.6
CCC(C)NC(=O)CC(NS(=O)(=O)c1ccc(C)cc1)c1ccc(OC)cc1 (stereo not given),2,1,0,6,7,-19,-1,93,88,-2.6
CC1(C)CC(=O)C2=C(C1)N(Cc1ccco1)C(=O)C2(O)C(F)(F)F (stereo not given),x,-10,1,-1,3,10,-2,90,102,-3.5
COC(=O)CC/C(C)=N\Nc1ccc([N+](=O)[O-])cc1[N+](=O)[O-],-43,2,5,-8,5,1,-4,81,93,-2.7
C=CCNc1nnc(SC2CC(=O)N(c3ccc(OC)cc3)C2=O)s1 (stereo not given),3,-9,-2,-2,4,4,-1,51,13,-0.1
Cc1ccc(NC(=O)CCS(=O)(=O)c2ccc(Br)cc2)nc1,x,9,3,5,4,-29,-3,90,98,-2.2
CCC(=O)Nc1nc(CC(=O)Nc2ccccc2)cs1,6,6,0,-7,27,-2,-3,91,97,0.6
COc1cccc(NC(=O)CSc2nnc(-c3cc(-c4ccccn4)nc4ccccc34)o2)c1,8,13,1,-11,6,-104,x,71,62,-1.6
CCN(CC)C1CC(=O)N(c2cccc(C)c2)C1=O (stereo not given),-3,12,-1,1,4,2,1,103,99,-1.1
CCNS(=O)(=O)c1cc(S(C)(=O)=O)ccc1Cl,7,2,0,-1,10,-43,2,107,93,-1.3
CCOC1(NC(=O)c2ccccc2)C(C)=CC(=O)C=C1C,-12,3,2,7,18,-23,x,110,110,-0.3
CC(C(=O)c1ccccc1)n1cnc2ccccc2c1=O (stereo not given),-53,4,-2,1,6,-38,1,82,89,-3.3
CCCCOc1cccc(C(=O)O)c1,-4,10,4,-1,4,-6,-2,94,100,0.2
CCc1ccc(-c2nn(Cc3ccccc3)cc2/C=C/C(=O)O)cc1,-12,4,6,1,11,-28,-2,110,111,-2.2
CCCOc1ccc(-c2cnc(SCC(N)=O)nc2N)cc1,-18,5,7,-11,23,-34,0,97,93,-1.5
CS(=O)(=O)Nc1ccc(C(=O)NC2CCCC2)cc1,-3,-2,4,-6,1,-28,-1,103,95,0.7
Cc1ccc(-c2cc(-c3ccccc3O)nc(N/N=C/c3cccnc3)n2)cc1,-32,12,5,-12,8,-30,2,2.9*,4.0*,-2.3
CCOc1ccc(-c2nc(C)c(C(C)=O)n2O)cc1,-40,4,-2,-14,6,-2,-2,87,85,-3.5
CNCCCC1Sc2ccccc2Oc2ccccc21 (stereo not given),2,4,9,x,5,-23,x,67,68,-6.4
CCCCCCN=CC1=C(O)CC(C)(C)CC1=O,-15,10,0,-2,11,-34,5,88,92,-2.3
CCc1nnc(NC(=O)CSc2nnc(-c3ccccc3NC(=O)c3ccccc3)o2)s1,-2,-13,-2,-1,3,-9,0,23,30,0.0
COc1ccc(C2=NN(CN3C(=O)C(=O)c4ccccc43)C(c3ccc(C)cc3)C2)cc1 (stereo not given),5,-3,1,-11,14,-67,-2,33,39,-0.9
O=C(CCc1ccccc1)OCCN1CCOCC1,-2,-10,-1,-7,29,9,-3,108,96,-4.2
O=C(CNC(=O)c1ccccc1)OCc1cccc([N+](=O)[O-])c1,x,-9,1,-4,13,-41,-6,97,92,-3.1
COC(=O)C1=NNC2(c3ccc(Cl)cc3)C(=O)N(c3ccc(Cl)cc3)C(=O)C12 (stereo not given),4,-2,0,1,24,-16,-6,97,86,2.0

# In the list so far, three have a CF3 group.
SMILES,E-sel TNF inh,GALR2 blocker,NPY-Y2 antag,Yeast lifespan up,Measles CPE,Yeast growth inh,Phagocytosis inh,HCT116 PTEN-null,HCT116 bCat-KO,MRP1 act
COc1ccccc1NC(=O)c1sc2nc(Cc3ccccc3)cc(C(F)(F)F)c2c1N,-7,-6,-1,-12,5,-10,-1,91,89,-1.3
COc1cc(NC(=O)c2ccc(COCC(F)(F)F)cc2)cc(OC)c1OC,-46,11,2,-17,30*,-20,-1,80,68,-5.2
CC1(C)CC(=O)C2=C(C1)N(Cc1ccco1)C(=O)C2(O)C(F)(F)F (stereo not given),x,-10,1,-1,3,10,-2,90,102,-3.5

# New compounds follow.
SMILES,E-sel TNF inh,GALR2 blocker,NPY-Y2 antag,Yeast lifespan up,Measles CPE,Yeast growth inh,Phagocytosis inh,HCT116 PTEN-null,HCT116 bCat-KO,MRP1 act
N#Cc1nc(Cc2ccccc2)oc1N1CCN(c2ccccc2)CC1,x,-4,12,-8,3,-33,1,72,78,3.8
CCOC(=O)c1ccc(COC(=O)c2nonc2N)cc1,x,-7,0,-12,7,-16,-4,103,95,0.8
Cc1occc1-c1nc(-c2ccccn2)no1,11,-20,1,-11,2,5,-1,71,68,-4.7
CC(C)NC(C(=O)Nc1cc(Cl)cc(Cl)c1)c1ccccc1 (stereo not given),12,-6,11,-8,8,-52,x,63,58,-1.5
Cc1ccc(C(=O)NNc2cc(=O)n(C)c(=O)n2C)cc1C,x,9,2,11,10,-25,-14,99,97,0.7
COc1ccc(CCNC(=O)CSc2nnnn2Cc2ccc3c(c2)OCO3)cc1OC,3,-1,-2,-20,12,-32,0,89,86,-2.9
CC1(C)CC2CC(C)(CN2c2ncnc3ccc(Br)cc23)C1 (stereo not given),9,1,9,12,9,-72,3,72,71,-3.0
Cc1ccccc1C(O)c1ccccn1 (stereo not given),-40,6,3,3,4,-11,2,101,98,-0.4
CCOc1ccc(C(=O)/C=C/c2cn(CN3CCN(C)CC3)c3ccccc23)cc1,-12,12,3,-25,5,-49,x,93,108,-5.9
CCOc1cc(NC(=O)c2ccccn2)c(OCC)cc1NC(=O)CC(C)C,-4,-19,0,-20,30,-14,-1,92,86,-1.5
COC(=O)c1ccc(NC(=O)CSC2=Nc3ccccc3C3CC=NN23)cc1 (stereo not given),-24,4,-4,-13,6,-63,0,77,77,-0.5
Cc1ccc(CCNc2ccccc2C)cn1,27,-21,2,x,12,-15,x,100,98,2.2
CCOC(=O)CSc1nc(N)cc(=O)[nH]1,77*,5,3,-2,25,-31,-1,88,89,-2.5
Cc1ccc(S(=O)(=O)N/N=C\c2cn(-c3ccccc3)nc2-c2ccccc2)cc1,-38,0,2,-8,17,-20,x,85,97,6.2*
O=C(Nc1ncccn1)c1cc([N+](=O)[O-])cc([N+](=O)[O-])c1,-10,0,1,0,25,-12,-10,81,99,-2.4
CCOc1ccccc1CN1CCN(S(C)(=O)=O)CC1,-37,-2,4,-9,31,6,0,95,92,-1.3
Nc1nc(OCC(F)(F)F)cc(Oc2ccccc2F)n1,x,2,0,-14,10,-2,0,102,91,0.7
COc1ccc(OC)c(C2=NOC(C(=O)NCc3ccco3)C2)c1 (stereo not given),7,6,-1,-14,7,-55,1,64,72,-0.7
